Growth percent in the NCI-60 one-dose screen (48 h, 10 µM unless noted): 100 = growth as untreated, 0 = no growth, -100 = all killed.
OVCAR-5 = OVCAR-5 ovarian cancer; 82,000 compounds, 2.9% hits; AID 1794783
OVCAR-3 = OVCAR-3 ovarian cancer | AID 1794787 | 79,000 compounds, 7% hits
A498 = A498 renal cancer cells; 76,000 compounds, 5.4% hits; AID 1794774
OVCAR-8 = OVCAR-8 ovarian cancer; AID 1794782; 81,000 compounds, 4.4% hits
ACHN = ACHN renal cancer | 81,000 compounds, 4.9% hits | AID 1794771
RXF 393 = RXF 393 renal cancer cells; 77,000 compounds, 6.9% hits
CAKI-1 = CAKI-1 renal cancer | 75,000 compounds, 4.7% hits
OVCAR-4 = OVCAR-4 ovarian cancer cells | 80,000 compounds, 3.7% hits | AID 1794784
The depositor's hits bear a star; x = not tested or not shown; & = joins results of further samples. The calls were made as follows: active = growth percent below 10; inactive = the rest. The order is random; 10% or so of the library scored in one or more.

SMILES	OVCAR-5	OVCAR-3	A498	OVCAR-8	ACHN	RXF 393	CAKI-1	OVCAR-4
CCC(C)C1(C2CCCC2)NC(=O)NC1=O (stereo not drawn)	105&111	115&106	82&108	100&108	108&111	127&106	94&112	102
COc1cc(C2CC(c3ccc4c(c3)OCO4)=NN2C=O)ccc1OCc1cc(OC)c(OC)c(OC)c1 (stereo not drawn)	100	87	84	82	83	99	x	71
S=C1Nc2ccccc2C(=S)N2CCCC12 (stereo not drawn)	91	107	76	101	96	101	90	99
Cc1cc(=O)oc2ccc3ccccc3c12	84	108	95	97	108	97	91	111
COc1ccc(/C=C/C(=O)c2ccc(NC(=O)CSc3nnc(-c4ccc(OC)cc4)o3)cc2)cc1	109	100	92	84	x	108	x	109
CCOC(C)c1ccc(OC(=O)c2ccccc2)c(OC)c1 (stereo not drawn)	111	114	80	104	112	108	x	114
COC1(OC)C2(Cl)C=C(c3ccccc3)C1(Cl)C(Cl)=C2Cl (stereo not drawn)	101	107	105	94	108	104	93	89
O=C1OC(N(Cc2ccccc2)Cc2ccccc2)c2ccccc21 (stereo not drawn)	109	117	85	103	117	124	112	101
NC(=S)N1N=C(c2ccccc2)CC1c1cn(-c2ccccc2)nc1-c1ccc(OCc2ccccc2)cc1 (stereo not drawn)	104	110	95	96	100	110	93	109
O=c1c(F)cn2c(=O)n1Cc1ccccc1C2	75	93	102	83	98	56	77	104
CCOC(=O)c1c2ncccc2n2c(=O)n(-c3ccccc3)nnc12	107	98	129	93	99	107	53	102
CCN(CC)Cc1cc(-c2cncc(Cl)c2N2CCC3(CCNC3=O)CC2)ccc1O	96	101	63	87	78	85	88	105
Cc1c(O)c(Br)c(Br)c(Br)c1Br	120	123	107	90	104	114	x	109
Clc1nn2c(Cn3cnc4c(N5CCCC5)ncnc43)nnc2c2ccccc12	120	106	95	83	80	88	90	89
O=C1CN(/C=C(\c2ccccc2)S(=O)Cc2ccccc2)C(=S)N1 (stereo not drawn)	110	112	96	106	100	116	101	107
N=Nc1nc2nc(O)c(O)n2[nH]1	111	x	99	104	107	131	88	107
C=C1CCC2C3(C)COC(c4ccccc4Br)OC3CCC2(C)C1C/C=C1/C(=O)OCC1OC(C)=O (stereo not drawn)	-38*	-89*	43	-36*	-80*	-57*	-32*	-62*
Cn1c(-c2ccc(Br)cc2)c(O)c(=O)c2c(F)cccc21	64	52	62	51	37	66	48	52
Cc1cc(C)c(N)c(C(=O)O)c1	94	103	95	97	99	98	90	99
N#Cc1ccc(NN=Nc2ccccc2C#N)cc1	106	113	104	101	106	103	102	100
NS(=O)(=O)c1cccc(Nc2nc(SCC(=O)c3ccc([N+](=O)[O-])cc3)nc3c2CCC3)c1	106	x	x	90	91	31	78	79
CCCNC(=O)c1ccccc1O	92	101	97	105	99	103	106	106
CCOC(=O)C(N)Cc1c[nH]c2ccccc12 (stereo not drawn)	93	105	103	x	98	108	97	100
C=C1C[C@H](N(C(=O)C(F)(F)F)c2cccc(C(=O)N(C)OC)c2)[C@@H](NC(c2ccccc2)c2ccccc2)[C@]1(C#N)CC	94	84	66	81	85	71	47	68
CC1CCOC(c2ccccc2)O1 (stereo not drawn)	93	111	82	97	99	117	x	100
COc1cccc(N=CNc2cccc(OC)c2)c1	103	102	93	104	86	105	88	x
CCCCCCCn1cc2c(NCCc3cccc(Br)c3)ncnc2n1	100	96	77	84	96	96	66	85
NS(=O)(=O)c1ccc(NC(=S)NC(=O)c2ccc(Br)cc2)cc1	97	103	112	98	90	108	88	89
COC(=O)c1ccc(Cl)cc1OC	89	94	65	99	93	100	91	87
Cc1ccc(-n2cc(-c3ccccc3)c3c4n(c(=S)nc32)CCN4)cc1	108	102	x	96	101	108	62	91
COc1cc(OC)c(C(=O)/C=C/c2ccc3c(Cl)cc(Cl)c(O)c3n2)c(OC)c1	72	57	39	37	61	42	59	50
Fc1ccc(-c2nnc(/C=C/c3cn(-c4ccccc4)nc3-c3ccccc3)o2)cc1	82	119	111	98	91	105	84	114
Nc1c(C(=O)Nc2ccccc2)sc2nc3c(cc12)CN(Cc1ccccc1)CC3	78	57	26	75	38	50	x	-15*
COC(=O)CC[C@@H](C)[C@H]1CC[C@H]2[C@@H]3CC[C@@H]4C[C@H](O)CC[C@]4(C)[C@H]3CC[C@]12C	108	110	105	107	104	100	98	98
C=CCn1c(SCC(=O)Nc2ccc(C(=O)/C=C/c3cc(OC)c(OC)c(OC)c3)cc2)nnc1-c1cc(-c2ccc(Cl)cc2)nc2ccccc12	98	97	81	52	86	59	67	88
COc1cc2c(Nc3ccc(NC(=O)Nc4ccc(Cl)c(C(F)(F)F)c4)c(Cl)c3)ncnc2cc1OCCCN1CCN(C)CC1	31	11	40	13	35	-40*	x	-9.1*
Clc1nc2ccccc2nc1N1CCOCC1	108	113	100	100	108	109	x	107
COc1cc2c(c(Cl)c1OC)CCN(C)CC2c1ccccc1 (stereo not drawn)	96	113	119	102	106	111	88	98
S=c1c2ccccc2[nH]c2ccccc12	84	96	75	83	87	104	86	92
CC1=C([Se]CC(OC(=O)[C@@H](CSSC(C)(C)C)NC(=O)C(C)(C)C)C(=O)NCCCCCC(=O)OCc2ccccc2)C(=O)c2ccccc2C1=O (stereo partly drawn)	-29*	2.0*	-5.2*	8.5*	-11*	-34*	-19*	15
Nc1nc2[nH]c(=O)c(=O)[nH]c2c(=O)[nH]1	111	122	96	89	102	93	92	108
CC1(c2ccc(F)cc2)OC(=O)c2c1ccc1ccccc21 (stereo not drawn)	94	110	72	94	97	109	85	102
CC(=O)c1c[nH]c2ccc(-c3ccnc(Nc4ccc(NC(=O)C5CCCC5)c(CN5CCOCC5)c4)n3)cc12	-12*	-7.4*	-85*	7.0*	-5.7*	x	0.2*	-14*
CC1=CC(C)(C)NC(=S)N1c1ccc(C)cc1S(=O)(=O)O	110	97	138	104	104	x	x	110
O=C(Cn1cc(COc2ncnc3sc4c(c23)CCCC4)nn1)Nc1cccnc1	70	92	x	30	93	102	89	97
CSc1nn(-c2ccccc2)c2ncnc(Nc3ccc(C)cc3)c12	101	80	72	91	90	87	77	76
O=C(N/N=C/C=C/c1ccccc1)c1ccncc1	100	109	126	104	104	107	98	97
CN1CNC(=O)NC1	111&112	107&112	72&100	99&106	107&113	106&102	106&99	112&119
COc1cc(C2CC(c3ccc(Cl)cc3)=Nc3c(N)nc(N)nc3N2)ccc1Oc1nc(NCCO)nc(N2CCOCC2)n1 (stereo not drawn)	109	87	105	86	102	39	46	69
CCSCCSCC	87	108	97	94	97	107	98	104

Some of these compounds in order of number of heavy atoms, high to low.
SMILES	OVCAR-5	OVCAR-3	A498	OVCAR-8	ACHN	RXF 393	CAKI-1	OVCAR-4
COc1ccc(/C=C/C(=O)c2ccc(NC(=O)CSc3nnc(-c4ccc(OC)cc4)o3)cc2)cc1	109	100	92	84	x	108	x	109
Nc1c(C(=O)Nc2ccccc2)sc2nc3c(cc12)CN(Cc1ccccc1)CC3	78	57	26	75	38	50	x	-15*
COc1cc(OC)c(C(=O)/C=C/c2ccc3c(Cl)cc(Cl)c(O)c3n2)c(OC)c1	72	57	39	37	61	42	59	50
CCCCCCCn1cc2c(NCCc3cccc(Br)c3)ncnc2n1	100	96	77	84	96	96	66	85
O=C1CN(/C=C(\c2ccccc2)S(=O)Cc2ccccc2)C(=S)N1 (stereo not drawn)	110	112	96	106	100	116	101	107
CC1(c2ccc(F)cc2)OC(=O)c2c1ccc1ccccc21 (stereo not drawn)	94	110	72	94	97	109	85	102
COC1(OC)C2(Cl)C=C(c3ccccc3)C1(Cl)C(Cl)=C2Cl (stereo not drawn)	101	107	105	94	108	104	93	89
O=C(N/N=C/C=C/c1ccccc1)c1ccncc1	100	109	126	104	104	107	98	97
Clc1nc2ccccc2nc1N1CCOCC1	108	113	100	100	108	109	x	107
CCCNC(=O)c1ccccc1O	92	101	97	105	99	103	106	106
Cc1cc(C)c(N)c(C(=O)O)c1	94	103	95	97	99	98	90	99

Next section:
SMILES	OVCAR-5	OVCAR-3	A498	OVCAR-8	ACHN	RXF 393	CAKI-1	OVCAR-4
CC1C(=O)NN=C1c1ccc([N+](=O)[O-])cc1 (stereo not drawn)	108	x	113	106	106	x	107	93
CN1CCN(c2nc(-c3cccnc3)nc3sc4c(c23)CCCCCC4)CC1	104	96	99	95	90	79	87	81
S=c1[nH]nc(-c2cc(-c3ccncc3)n(-c3ccccc3)n2)n1-c1ccccc1	120	117	x	105	111	107	80	64
COc1ccc(NC(=O)[C@@H](N)CO)cc1C(=O)Nc1cccc(C2CC(=O)c3c(cc(OC)c(OC)c3OC)O2)c1 (stereo partly drawn)	127	75	108	43	72	69	48	65
CCNc1nc2cc(Nc3ccnc4cc(Cl)ccc34)ccc2o1	72	81	47	85	88	67	72	76
CCCSc1oc(-c2ccccc2)nc1S(=O)(=O)c1ccc(C)cc1	115	101	79	97	101	92	85	94
CC(C)N(C(=O)c1ccccc1)C(C)C	96	108	87	111	108	106	98	109
Clc1ccc(Nc2ccnc3[nH]c4ccc(Br)cc4c23)cc1	107	98	85	86	94	87	83	93
CCCCC1(C(OC)OC)NC(=O)NC1=O (stereo not drawn)	112	115	x	106	114	x	96	107
CC1OC(O[C@H]2CC[C@]3(C)[C@H]4C(=O)C=C5[C@@H]6C[C@@](C)(C(=O)O)CC[C@]6(C)CC[C@@]5(C)[C@]4(C)CC[C@H]3C2(C)C)C[C@@H](O)[C@H]1O (stereo partly drawn)	104	116	110	101	104	109	91	116
O=C(O)c1ccc(F)cc1C(=O)O	97	105	104	101	101	122	100	119
Cc1cccc(C)c1-n1c(SCCc2c[nH]c3ccccc23)nnc1-c1ccncc1	92	x	68	55	66	70	39	51
CN1CCN(C(=O)c2ccc(-c3nc4ccc5[nH]ncc5c4c4c3CCCC4)cc2)CC1	85	85	41	73	49	x	x	83
COc1ccc(C(=O)Nc2sc3c(c2C#N)CCC(=O)C3)cc1C(F)(F)F	35	-6.9*	63	2.8*	-30*	-42*	-28*	22
Cc1cc(=O)[nH]c(SCc2ccccc2Cl)n1	108	166	105	114	113	119	117	x
CN1CCN(c2ccc(NC(=O)CN(c3ccc(F)cc3)S(=O)(=O)c3ccc(Cl)cc3)cc2)CC1	102	90	95	92	x	87	x	92
O=C(CSc1nc2sc3c(c2c(=O)n1-c1ccc(Cl)cc1)CCCC3)N/N=C/c1ccc(F)cc1	106	133	97	97	108	118	98	90
O=C1Nc2c(sc3ccc(Cl)cc23)C(c2cccc([N+](=O)[O-])c2)N1 (stereo not drawn)	99	101	85	96	91	108	79	93
O=C(Nc1cccc(Nc2ccc(Cl)nn2)c1)Nc1ccc(Cl)c(C(F)(F)F)c1	119	33	46	54	46	95	x	47
COC(=O)CC(C(=O)C=[N+]=[N-])N1C(=O)c2ccccc2C1=O (stereo not drawn)	104	114	83	126	111	112	95	120
CCN(CC)c1ccc(CN(CC(=O)c2ccc(Cl)c(Cl)c2)Cc2ccccc2)cc1	104	99	92	100	107	90	92	105
CCOC(=O)c1cnnn1-c1cc(=O)n(CC)c2ccccc12	113	107	137	103	100	x	89	110
CC(NC(=O)C1(NC(=O)OCc2ccccc2)CCCC1)C(=O)O (stereo not drawn)	108	113	69	101	99	89	97	97
C=CCN1C(C)(C)NC(=S)C1(C)C	100	115	x	108	106	106	104	111
CC(C)N1C(=O)C2C3C=CC(C3)C2C1=O (stereo not drawn)	100	115	101	108	109	102	111	117
Cc1ccc2nc(-c3ccc(C(=O)NNC(=S)Nc4ccccc4)cc3)[nH]c2c1	98	95	47	96	100	91	95	88
O=S(=O)(O)c1ccc(N=Nc2cc(S(=O)(=O)O)c3ccccc3c2O)c2ccccc12	99	103	92	91	94	112	102	113
COc1cc(/C=C/C(=O)c2sc(N)nc2C)cc(OC)c1O	104	109	x	96	100	110	97	102
COC(=O)c1cc([N+](=O)[O-])cc([N+](=O)[O-])c1Cl	98	-45*	x	76	16	91	x	61
CN1c2ccccc2C(=O)N(NC(=O)Nc2ccc(F)cc2)C1c1ccc([N+](=O)[O-])cc1 (stereo not drawn)	110	77	186	97	93	103	82	84
Cn1cnc2nc[nH]c2c1=S	95	115	x	105	97	110	98	108
Cc1ccc(Nc2nc(NS(=O)(=O)c3ccc(C)cc3)nc(-c3ccc(Cl)cc3)c2C#N)cc1	122	109	116	102	99	134	102	105
O=C1NC(=O)/C(=C/c2ccc(Cl)cc2Cl)S1	96	83	56	103	100	99	85	97
CC(=O)c1ccco1	105	118	112	x	108	x	78	106
Nc1nc(SCc2ccc(Cl)cc2)c2ncn(C3OC(CO)C(O)C3O)c2n1 (stereo not drawn)	108	112	90	102	x	105	x	109
N#Cc1ccc(/C=N/N=C(N)N)cc1	109	113	x	109	106	91	x	101
COc1cc(CNC(=O)C2CCC(=O)N2)cc(OC)c1OC (stereo not drawn)	92	98	x	118	103	99	101	114
COc1cc(C(=O)c2cc(C(C)=O)c3ccc(C)cn23)cc(OC)c1OC	59	28	38	51	51	59	34	80
COc1cc(/C=C/c2cc(=O)c3c(C)c(Cl)c(C)cc3o2)cc(OC)c1OC	89	103	93	74	88	107	x	82
N#CC1=C(N)Oc2c(ccc3ccccc23)C1c1cc(=O)oc2ccc(Cl)cc12 (stereo not drawn)	52	-9.7*	23	28	51	7.4*	x	66

Screening data from PubChem.
